HGIII-sPLA2 inh: Inhibits HGIII-sPLA2 liposome hydrolysis, primary screen; inhibition, % at 12.2 µM; QFRET BODIPY PC-A2 liposome hydrolysis, fluorescence; 370,000 compounds, 0.56% hits; Q9NZ20;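 active means inhibition above mean plus 3 SD of compounds lying within the high and low control bounds, cut at about 19% in these data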;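 further: 0% = median of test compound wells and 100% = no enzyme DMSO wells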
Target sequence (Q9NZ20 whole entry, looked up): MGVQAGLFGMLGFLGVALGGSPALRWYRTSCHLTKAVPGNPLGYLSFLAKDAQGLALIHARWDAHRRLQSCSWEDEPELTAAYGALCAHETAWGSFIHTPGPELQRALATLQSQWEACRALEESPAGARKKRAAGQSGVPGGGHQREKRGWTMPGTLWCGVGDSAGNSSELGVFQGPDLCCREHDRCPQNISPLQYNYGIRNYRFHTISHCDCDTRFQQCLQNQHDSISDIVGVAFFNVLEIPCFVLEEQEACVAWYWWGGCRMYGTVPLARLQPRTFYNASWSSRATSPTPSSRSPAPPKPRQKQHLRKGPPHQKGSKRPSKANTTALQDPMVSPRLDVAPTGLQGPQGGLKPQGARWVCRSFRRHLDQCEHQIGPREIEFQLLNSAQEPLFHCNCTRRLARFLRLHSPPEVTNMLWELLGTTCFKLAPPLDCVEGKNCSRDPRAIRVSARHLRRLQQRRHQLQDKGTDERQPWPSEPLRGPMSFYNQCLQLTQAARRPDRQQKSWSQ
hgDAF12 agonist: agonists of H. glycines DAF-12 nuclear receptor | HEK293 GAL4-hgDAF12 UAS-luciferase reporter, agonist luminescence; normalized to butyrate control | 370,000 compounds, 1.8% hits | AID 687014 | activation, % at 6.8 µM;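 active means activation above a cutoff set at the mean of all screened compounds plus 3 SD, cut at about 10% in these data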;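 further: 0% = DMSO wells and 100% = sodium butyrate wells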
PLCb3 inh: inhibitors of human phospholipase C beta3; Purified PLC-beta3, fluorogenic substrate, fluorescence; inhibition, % at 12.2 µM; 370,000 compounds, 0.18% hits; in the data active means inhibition above about 11%;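 further: 0% = median of compound wells on plate and 100% = full blocker control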
Rev-erbA mod: modulates human Rev-erb alpha binding to DNA. 370,000 compounds, 0.79% hits. Rev-erbα–FITC-DNA binding, fluorescence polarization, 90 min. activity, % at 10 µM. P20393. AID 1259318;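 active means activity above about 14%, limit read from the data; passing the limit was not always enough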;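 further: 0% = DMSO wells with 35 nM protein and 100% = DMSO wells with 750 nM protein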
GAA850 FXN act: increases GAA850 frataxin promoter reporter activity; AID 540364; activation, % at 6 µM; 360,000 compounds, 0.56% hits; HEK293 lucGAA850 FXN promoter luciferase reporter, 24 h; percent of 10 µM SAHA response;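 active means activation above the average of all compounds screened plus 3 SD, cutoff fixed separately per campaign, cut at about 7.5% in these data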;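 further: 0% = DMSO wells and 100% = 10 µM SAHA wells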
ssDAF-12 act: activates DAF-12 receptor from parasite S. stercoralis; HEK293 ssDAF-12/GRIP1 lit1-tk-luc reporter, luminescence; % of 3 µM dafachronic acid response; AID 652126; 370,000 compounds, 1% hits; activation, % at 6.8 µM;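 active means activation above the mean over all tested compounds plus 3 SD, cut at about 0.9% in these data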;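 further: 0% = DMSO-only wells and 100% = 3 µM delta7-dafachronic acid wells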
SMARCA2 act: SMARCA2 function activation, primary screen. MG213 cells, MMTV-luciferase reporter, dexamethasone, overnight. activation, % at 9.1 µM. 370,000 compounds, 1% hits. AID 652017; in the data active means activation above about 7.8%;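 further: 0% = vehicle wells and 100% = reference activator wells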
DAX1 inh-1: inhibitors of DAX1 repression of SF-1 activated StAR promoter; 370,000 compounds, 1.1% hits; AID 652010; HEK293T StAR-luciferase reporter, SF-1/DAX-1 repression relief; inhibition, % at 6.8 µM;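 active means inhibition above the mean over all tested compounds plus 3 SD, cut at about 3.6% in these data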;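 further: 0% = DAX-1 cells with DMSO and 100% = cells lacking DAX-1 with DMSO; higher inhibition means more luminescence from relief of DAX-1 repression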
PG9 Ab binder: binds the HIV-1 gp120 antibody PG9; inhibition, % at 6.7 µM; 360,000 compounds, 0.43% hits; AID 624416; TR-FRET gp120-PG9 antibody binding; in the data active means inhibition above about 8.5%
DAX1 inh-2: NR0B1 (DAX1) inhibition; P51843; inhibition, % at 6.75 µM; 340,000 compounds, 0.99% hits; HEK293 Gal4-DAX1 luciferase reporter, luminescence; AID 504766;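 active means inhibition above the mean over all tested compounds plus 3 SD, cut at about 4.2% in these data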;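 further: 0% = DAX1-transfected cells with DMSO and 100% = empty-vector control cells with DMSO; inhibition shows as a rise in luminescence from relieved DAX1 repression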
Target sequence (P51843 207-470 limits assumed): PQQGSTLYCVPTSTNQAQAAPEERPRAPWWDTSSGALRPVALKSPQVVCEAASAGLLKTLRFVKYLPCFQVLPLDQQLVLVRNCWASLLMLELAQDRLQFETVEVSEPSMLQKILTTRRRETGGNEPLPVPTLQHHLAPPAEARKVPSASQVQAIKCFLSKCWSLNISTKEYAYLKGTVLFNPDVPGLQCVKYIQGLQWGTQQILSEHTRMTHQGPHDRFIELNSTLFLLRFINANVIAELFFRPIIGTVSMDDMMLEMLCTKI
hcDAF12 agonist: activates DAF-12 receptor from parasite H. contortus; activation, % at 6.8 µM; 370,000 compounds, 1.4% hits; HEK293 hcDAF-12 lit1-tk-luc reporter, luminescence; 0% DMSO, 100% Δ7-dafachronic acid;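 active means activation above the mean of all tested compounds plus 3 SD, cut at about 5.5% in these data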;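 further: 100% = response to 3 µM Δ7-dafachronic acid high control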
An asterisk follows results filed as active; x = not tested or not shown.

SMILES	HGIII-sPLA2 inh	hgDAF12 agonist	PLCb3 inh	Rev-erbA mod	GAA850 FXN act	ssDAF-12 act	SMARCA2 act	DAX1 inh-1	PG9 Ab binder	DAX1 inh-2	hcDAF12 agonist
CCOC(=O)C1Cc2c([nH]c3ccccc23)C(C)N1 (stereo not given)	2	-0.6	-4	6	4.0	-1.4	0	-0.6	-0.6	-0.3	-1.0
O=C(OCc1cn(Cc2cccc(F)c2F)nn1)N1CCCC1	6	-0.7	1	1	x	-1.1	2	-0.2	x	x	0.2
CC(=O)Nc1ccc(NC(=O)CSc2nnc(-c3cccs3)n2C)cc1	5	-0.4	-7	1	0.7	-1.1	-2	-0.7	0.3	0.2	-2.4
CN=C(C)/C(C(=O)OC)=C(/O)c1c(F)cccc1F	-1	-1.5	-2	4	0.2	-1.0	-3	0.4	-1.7	-2.0	0.6
CCN(CC(=O)Nc1ccc(OC)cc1)C(=O)c1ccc2ccccc2c1	-2	-1.6	5	-3	0.0	-1.1	-3	0.5	0.2	-1.6	0.1
O=C(NCC(=O)N(Cc1cccs1)C(C(=O)NC1CCCC1)c1ccncc1)c1ccco1 (stereo not given)	-5	-1.0	-3	-6	-0.6	-0.8	3	-0.8	-2.1	1.9	-1.7
COc1ccc2cc3c(N)nn(C(=O)c4cccc(F)c4)c3nc2c1	0	0.2	-5	-24	-1.0	-1.8	0	0.5	0.1	4.4*	-1.7
COc1ccc(-c2cc(C(=O)NCc3ccccc3)no2)cc1OC	5	20*	1	5	1.1	-1.4	-1	-0.8	-1.4	-0.2	-1.6
O=C(c1cccc(Oc2ccc([N+](=O)[O-])cc2)c1)N1CCOCC1	3	2.3	-6	6	0.3	-1.5	-2	-1.0	-4.1	-0.1	-0.5
O=C(O)c1ccccc1C(=O)c1ccc(N2CCOCC2)c([N+](=O)[O-])c1	-2	0.7	3	7	3.0	1.1*	4	0.1	-2.4	0.5	1.9
CC(=O)Nc1ccc(-c2csc(NC(=O)CC(NC(C)=O)c3ccccc3)n2)cc1 (stereo not given)	-5	-0.1	-102	-2	2.0	-1.4	0	-0.2	-1.4	-1.1	2.0
Cc1sc(NC(=O)c2cccs2)nc1-c1ccccc1	-4	2.4	-42	3	-1.3	-1.6	2	-0.1	-0.9	-0.5	-1.1
CCCN1CCN(C(=O)CCn2c(=O)c3cccn3c3cccnc32)CC1	-1	1.6	-6	0	1.1	0.0	4	0.8	-1.1	0.3	4.6
CCOc1ccc2nc(N=NC3=C(O)CC(C)(C)CC3=O)sc2c1	1	0.1	0	13	-0.3	-0.9	-1	-0.1	-0.3	1.3	2.5
CC(C)(C)c1ccc(C(=O)N2CCC(=O)N(C(COCc3ccccc3)Cc3ccccc3)CC2)cc1 (stereo not given)	-17	-2.6	2	1	-3.0	-1.3	0	-1.1	0.8	-1.1	-2.6
CCOc1ccc(-c2nc(C#N)c(N3CCN(C)CC3)o2)cc1	3	-4.2	-21	-3	2.6	-1.5	0	-0.3	-2.2	-1.6	-1.9
O=C1CCN(Cc2ccc([N+](=O)[O-])cc2)CCN1[C@H](CO)Cc1ccccc1	-9	-0.8	2	3	-1.8	-1.2	2	-0.5	-1.0	-0.4	-2.0
O=C(CN1C(=O)c2ccccc2S1(=O)=O)NC1CCCCC1	4	0.1	3	-4	2.5	-0.7	7	0.0	-1.0	0.7	1.2
O=C(O)COCC(=O)Nc1ccc(-n2cnnn2)cc1	6	-2.1	-4	-3	0.5	0.0	-4	0.6	-2.2	0.2	-0.3
COc1cc(/C=C/C(=O)OCc2csc(CC(=O)Nc3ccc(C)cc3)n2)ccc1OCC#N	-30	-1.1	-23	2	0.8	-0.9	-3	-0.3	-0.3	-0.1	-0.1
O=C(CNC(=O)c1ccc(Br)o1)Nc1ccncc1	4	-3.1	-7	8	0.9	-0.9	2	-0.8	1.8	1.0	-0.7
CN(C)c1ccc(CN2CCC(C(N)=O)CC2)cc1	10	-1.9	2	3	-1.8	-1.5	-3	0.8	0.5	3.0	-0.4
O=C(c1ccc(Cl)c(S(=O)(=O)N2CCCCCC2)c1)N1CCCC(C(F)(F)F)C1 (stereo not given)	-1	-1.8	3	3	1.4	-1.4	-1	-2.4	-1.7	-0.8	-2.9
O=C(O)CN1C(=O)/C(=C\c2cc(Br)ccc2OCc2ccccc2F)SC1=S	-12	-2.1	-13	7	1.3	-1.4	-3	0.1	0.4	0.5	-0.8
Nc1nc(Cl)nc2c1ncn2C1CCC(CO)O1 (stereo not given)	3	-3.2	1	7	x	-1.1	-1	1.1	0.0	x	-0.3
CN(C)c1[nH]c(=O)c(C#N)c2c1CCN2Cc1ccccc1	1	0.7	1	4	-1.2	-0.5	-2	-0.7	-3.3	1.4	-1.6
N/C(=N\OC(=O)Nc1ccccc1)c1ncc(C(F)(F)F)cc1Cl	-3	0.3	-1	-1	3.5	-0.3	1	0.3	-1.2	1.9	5.6*
CCOC(=O)[C@]12CCCC=C1N(Cc1ccco1)C(=O)[C@H](CC(=O)NCc1ccccc1)C2	-2	2.5	5	-8	x	-1.4	-2	4.7*	1.7	x	1.1
CN(c1cccc(NC(=O)Cc2ccccc2)c1)S(C)(=O)=O	4	3.0	2	1	0.8	-1.9	-2	0.1	2.5	0.3	-2.0
c1csc(CNc2ccn3nc(-c4ccc(OCCN5CCOCC5)cc4)cc3n2)c1	-32	-1.4	-103	-4	-0.4	-1.4	0	-2.0	-1.7	x	-1.8
CC1CC(=O)N(CC(=O)NC2CCCCC2)c2ccccc2S1 (stereo not given)	4	0.9	-8	-3	1.1	-1.3	1	-0.1	0.3	-0.1	0.6
Cc1nn(-c2ccccc2)c2sc(C(=O)NCc3ccc(F)cc3)cc12	-11	1.8	-3	-7	x	0.6	-5	-1.2	x	x	-1.8
CCCc1cc(NC(=O)COC(=O)c2ccc(O)cc2O)n(-c2ccccc2)n1	-10	-3.6	-7	5	-1.2	-1.5	-4	-2.8	-0.9	0.1	-2.0
N#CCCN(C(=O)COC(=O)CCN=C1NS(=O)(=O)c2ccccc21)c1ccc(F)cc1	-8	3.2	5	4	1.4	-1.1	0	0.4	-2.0	-0.5	0.2
N#Cc1ccccc1OCC(=O)NCC(c1ccc(F)cc1)N1CCOCC1 (stereo not given)	-1	-2.7	-3	2	-0.2	-1.8	-1	0.6	2.1	0.5	-1.5
O=C(c1ccco1)N1CCN(C(=O)c2ccc(CS(=O)c3cccc(Cl)c3)o2)CC1 (stereo not given)	16	0.1	-11	-5	1.4	-1.1	-3	0.1	0.3	-0.2	-1.1
Cc1ccc(OCCCSc2n[nH]c(N)n2)cc1	-5	4.1	1	0	2.8	-0.3	2	0.4	0.6	0.4	-0.1
O=C(Cc1ccccc1)NNC(=O)c1ccc(NC(=O)c2ccccc2)cc1	-4	0.9	-2	5	0.4	-1.1	-5	-0.7	1.2	1.1	-1.5
Cc1nc2ccc(NC(=O)c3ccc(F)cc3F)cc2c(=O)[nH]1	1	4.4	-8	-2	x	-0.3	1	-0.1	x	x	3.0
CCC1CCCCN1c1ccc([N+](=O)[O-])cc1/C=N/NC(=O)Cn1c2ccccc2c(=O)c2ccccc21 (stereo not given)	2	-0.3	-7	4	-0.6	-1.3	-2	-0.8	4.1	6.0*	-1.6
CC(=O)c1ccc(NC(=S)N2CCN(S(=O)(=O)c3ccc(F)cc3)CC2)cc1	6	-3.0	1	6	1.7	-0.8	0	0.4	0.8	-0.1	0.9
CC1Cc2ccccc2N1C(=O)c1ccc2c(c1)nnn2C (stereo not given)	-2	-0.4	1	2	1.4	-0.7	-1	0.0	-2.0	0.9	0.0
O=[N+]([O-])c1ccc(N2CCSCC2)cc1O	1	1.1	-6	13	0.8	-0.4	2	0.5	-2.5	-0.1	1.3
Cc1nnc(SCC(=O)N2CCN(S(=O)(=O)c3ccc(Cl)cc3)CC2)[nH]c1=O	2	-2.7	0	-5	1.7	-0.9	-1	-0.3	0.8	-0.7	0.8
O=C(N/N=C/c1c[nH]c2ccc(Br)cc12)C1CC1	-19	-0.1	-6	3	-0.4	-1.1	-2	-0.3	0.2	0.3	-0.6
Cc1cc(F)ccc1NS(=O)(=O)c1c(C)nc2scc(C)n2c1=O	1	-2.8	-12	4	4.1	-1.6	1	-0.1	7.7	-0.2	-2.2
Cc1cc(C)nc(SCc2nnc(SCC(=O)Nc3cc(C(F)(F)F)ccc3Cl)o2)n1	-14	1.4	5	-1	1.3	-0.9	4	0.9	-0.2	-0.5	-1.9
COC(=O)c1ccc(COC(=O)c2ccc(SC)cc2OC)cc1	-11	7.1	-5	6	4.9	-0.4	3	0.7	-0.6	1.0	4.6
CC(=O)c1cccc(NC(=O)COC(=O)c2cccc(N3C(=O)c4ccccc4C3=O)c2)c1	-3	-2.2	-3	-3	-0.2	-1.1	6	-0.6	-2.9	1.4	-2.3
Cc1ccc(S(=O)(=O)/C=C2\OCc3ccccc32)cc1	12	-1.8	0	-4	x	-0.8	-2	0.3	-2.9	x	-0.5
CCOc1ccccc1NC(=O)c1ccccc1-c1nc(-c2ccccc2)no1	-3	2.5	2	-5	-0.9	0.2	-1	-0.5	1.1	1.5	-0.3
COc1ccc2nc(N=NC3=C(O)CC(C)(C)CC3=O)sc2c1	4	-3.5	1	14	-2.8	-0.8	-1	-2.1	-6.3	-0.7	-0.4
CCOc1ccc(NC(=S)Nc2cc(C)[nH]n2)cc1	6	6.5	-4	-3	2.4	-1.5	3	0.3	-0.4	0.3	1.8
Cc1cc(=O)oc2ccc(OCC(=O)N3CCc4ccccc43)cc12	-3	-2.6	-7	-1	1.9	-1.1	-3	-0.3	0.6	-0.5	0.3
COc1ccc(NC(=S)N(CCc2ccc(OC)c(OC)c2)Cc2ccccn2)cc1	0	-1.8	3	1	1.5	-2.2	-1	0.2	-0.7	0.3	2.8
COc1cc(/C=C/C(=O)c2ccc(C)cc2)ccc1OCC#N	-22	-11	-20	-2	-11	-1.9	-2	-3.4	-2.9	-4.1	-5.2
CN(C)c1ccc(CNC(=O)c2cc(S(=O)(=O)N3CCCC3)cn2C)cc1	6	1.9	5	-4	0.0	-1.0	-1	-0.6	-2.8	0.4	-1.1
COc1ccccc1NC(=O)c1ccc2c(c1)nnn2C	-1	-2.8	1	-5	3.3	-1.2	0	-0.2	-1.1	0.3	-1.0
Cc1ccc(-c2nc(-c3cccnc3)no2)c(C)c1	-5	10	1	4	4.2	0.0	9.2*	2.5	0.3	-0.4	2.6
COc1ccc(C2CC(c3ccccc3)Nc3ncnn32)cc1 (stereo not given)	-5	-1.4	-15	3	-2.0	-0.3	0	0.6	0.5	1.8	-0.9

Source: PubChem
